# From PubChem
# Xi reactivation = reactivates the inactive X chromosome in mouse fibroblasts | XiGFP mouse fibroblasts, % GFP-positive cells imaging, 3 d; cells co-treated with 5-aza-dC sensitizer; scaled so ellipticine positive control = 100% | activation, % at 7.58 µM | 360,000 compounds, 0.055% hits;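 active means mean normalized replicate activation at least 10% and every replicate at or above 10%; inconclusive means only one of the two criteria met; inactive means mean below 10% and not all replicates reach 10%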;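 further: 0% = median of on-plate neutral control wells and 100% = ellipticine 6 µM median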
#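 Material: XiGFP fibroblasts, SV40-immortalized; Buffer or medium: DMEM containing 5-aza-dC; Compound dosing: single point; Times: 3 days compound exposure.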
# S100A4 inh HTS = blocks human S100A4 binding to myosin IIA peptide; 360,000 compounds, 0.14% hits; S100A4/TAMRA-MyoIIA peptide fluorescence polarization; P26447; inhibition, % at 10.7 µM;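 active means mean inhibition of at least 70% across replicates, with every replicate also reaching that level; inconclusive means mean inhibition reaches 70% but some replicates fall short; inactive means mean inhibition below 70%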
#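 Material: S100A4 monomer protein / Buffer or medium: 50 mM HEPES pH 7.2, 10 mM CaCl2, 100 mM KCl / Times: 5 min incubation before reading / Benchmarks: neutral control DMSO, positive control TFP / Reagent: labelled myosin peptide probe, 5 nM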
# ERAP1 HTS inh = ERAP1 (human) enzyme inhibition. Q9NZ08. recombinant ERAP1, Leu-AMC fluorescence, 60 min. inhibition, % at 10.7 µM. 340,000 compounds, 0.15% hits;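 active means mean replicate inhibition of at least 30%, or all replicates individually reaching that 30% level; inactive means mean below 30% and not every replicate reaching it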;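 further: 0% = neutral control wells and 100% = L-leucinethiol positive control wells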
# RAD54 branch = blocks human RAD54 Holliday junction branch migration; FAM/BHQ fluorescence; 360,000 compounds, 0.14% hits; Q92698; AID 602329; inhibition, % at 10.4 µM;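 active means mean normalized replicate activity at least 40 and at least half of replicates scoring 40 or more; inconclusive means only one of the two criteria met; inactive means mean below 40 and under half of replicates reaching 40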;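 further: 0% = median of neutral control wells and 100% = median of positive control wells; inhibitors cause a drop in the FAM fluorescence signal; in these data hits start at about 50%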
# esBAF inh = inhibitors of esBAF chromatin remodeling in mouse ES cells; Bmi1-luciferase knock-in reporter, 24 h; 100% = twice the neutral-well signal; reporter increase, % at 12.5 µM; 350,000 compounds, 2% hits; in the data active means activation above about 40%; inconclusive means no clear call, values can overlap the other calls;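 further: 0% = median of the plate's neutral control wells and 100% = double that signal; a rise in the Bmi1 reporter signal indicates esBAF inhibition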
# RAD52 inh = blocks human RAD52 DNA annealing; recombinant RAD52 DNA annealing, FRET fluorescence; inhibition, % at 18.7 µM; 360,000 compounds, 0.46% hits; AID 651710;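 active means every replicate showing at least 50% inhibition; inconclusive means mean inhibition at least 50% but not in every replicate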
# Target sequence (P43351 whole entry, looked up): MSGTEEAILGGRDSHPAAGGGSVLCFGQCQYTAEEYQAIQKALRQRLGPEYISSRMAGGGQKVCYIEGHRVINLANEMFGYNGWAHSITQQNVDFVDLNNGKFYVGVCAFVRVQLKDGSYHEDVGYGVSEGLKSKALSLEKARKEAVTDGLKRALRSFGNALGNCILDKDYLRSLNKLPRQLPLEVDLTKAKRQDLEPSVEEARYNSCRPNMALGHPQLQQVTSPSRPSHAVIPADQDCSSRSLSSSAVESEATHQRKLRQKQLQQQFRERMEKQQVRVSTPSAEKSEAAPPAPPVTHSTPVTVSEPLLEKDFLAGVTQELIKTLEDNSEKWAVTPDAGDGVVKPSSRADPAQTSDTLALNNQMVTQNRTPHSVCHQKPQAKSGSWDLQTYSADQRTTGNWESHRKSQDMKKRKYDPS
# E-selectin induc = induces E-selectin expression in human endothelial cells; HUVEC E-selectin immunofluorescence imaging; normalized: neutral wells 0, TNF-alpha wells 100; activation, % at 7.58 µM; AID 686992; P16581; 260,000 compounds, 0.37% hits;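 active means mean E-selectin-positive cell signal at least 10% of the positive control, reached in at least 60% of replicates, without over 20% cell loss; inconclusive means no rule given, readout overlaps actives, possibly toxicity-flagged; inactive means the rest, including those meeting only one limit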;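 further: in these data hits start at about 27%; measured in HUVEC primary endothelial cells; signal is the percent of cells scored E-selectin positive by PE staining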
# Target sequence (P16581 whole entry, looked up): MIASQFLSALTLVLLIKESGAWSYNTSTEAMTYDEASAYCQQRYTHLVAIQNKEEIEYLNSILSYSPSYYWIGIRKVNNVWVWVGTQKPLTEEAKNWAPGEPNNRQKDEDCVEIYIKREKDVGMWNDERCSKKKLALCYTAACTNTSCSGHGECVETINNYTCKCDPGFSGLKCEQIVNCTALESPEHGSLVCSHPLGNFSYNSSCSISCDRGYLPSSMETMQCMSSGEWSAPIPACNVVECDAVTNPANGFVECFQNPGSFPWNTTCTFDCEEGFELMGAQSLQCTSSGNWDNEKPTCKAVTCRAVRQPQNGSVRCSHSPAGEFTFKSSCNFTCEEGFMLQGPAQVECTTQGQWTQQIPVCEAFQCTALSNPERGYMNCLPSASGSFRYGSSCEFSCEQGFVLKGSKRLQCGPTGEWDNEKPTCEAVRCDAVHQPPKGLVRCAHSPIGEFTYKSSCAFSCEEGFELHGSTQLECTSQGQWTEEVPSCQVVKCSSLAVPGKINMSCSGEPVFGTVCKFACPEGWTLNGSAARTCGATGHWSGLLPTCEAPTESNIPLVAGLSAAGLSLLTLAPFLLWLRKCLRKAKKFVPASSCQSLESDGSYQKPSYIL
#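 Assay system: HUVEC, human umbilical vein endothelial cells / Amount: 3,000 HUVEC/well / Controls: TNF-alpha positive control, DMSO neutral control / Compound dosing: single concentration / Medium: EGM-2 over gelatin coat / Evaluation: percent E-selectin-positive cells / Signal: immunofluorescence imaging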
# ERp5 inh = ERp5 (human) disulfide isomerase inhibition. inhibition, % at 9.99 µM. ERp5 insulin aggregation, absorbance 650 nm, 90 min. Q15084. 350,000 compounds, 0.05% hits. AID 651711;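 active means mean replicate inhibition above about 25%, with every replicate also reaching it, limit read from the data, passing the limit was not always enough; inconclusive means only one of those two criteria met; inactive means neither criterion met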
# * hit, by the source's call; u = inconclusive; x = no result given; & = joins results of further samples.
SMILES,Xi reactivation,S100A4 inh HTS,ERAP1 HTS inh,RAD54 branch,esBAF inh,RAD52 inh,E-selectin induc,ERp5 inh
CC(=O)Nc1ccc(NS(=O)(=O)C(F)(F)F)cc1,x,-2.3,3.9,-4.6,0.9,-5.6,x,0.5
CC(C)c1ccc(NC(=O)c2snc3ccc(Cl)cc23)cc1,0.5,-3.9,-3.7,x,u,-13.5,x,-5.5
Cc1ccc(S(=O)(=O)Nc2cccc(C(=O)NCCCn3ccnc3)c2)cc1F,0.0,38.3,-2.2,x,-5.5,-0.5,0.5,1.5
CC(=O)Cc1nsc(Nc2ccc(C)cc2)n1,0.1,1.0,-1.1,-2.2,19.2,-3.7,-0.1,2.2
O=C(c1ccc(NC(=S)NCc2ccco2)cc1)N1CCOCC1,0.0,9.6,5.3,x,x,1.6,5.0,1.6
COc1ccc(CNC2C[C@H]3CCCC(=O)N4CC[C@@H](C2)[C@@H]34)cc1 (stereo partly specified),0.0,-1.7,x,-1.3,-0.2,-5.2,x,1.8
COc1ccccc1NS(=O)(=O)c1cc(NC(=O)/C=C/c2cccs2)ccc1N1CCOCC1,0.6,1.9,-0.9,-10.9,6.1,-4.6,-0.3,4.7
CCc1nn(CC(=O)NCCC(C)C)c(=O)c2cc3c(OC)cccc3n12,-0.1,2.3,-1.2,7.4,-3.9,-8.7,0.1,1.0
O=C(CC(C(=O)O)c1ccccc1)c1cccs1 (stereo unspecified),0.2,1.9,0.9,x,x,-3.0,13.7,-4.3
OCCC1CN(Cc2cccc(-c3ccco3)c2)CCN1Cc1ccsc1 (stereo unspecified),0.8,-1.8,-4.8,x,x,-15.1,0.0,-1.3
CCOc1ccc2[nH]c3c(NCCCOC)ncnc3c2c1,0.1,-1.0,1.7,15.0,31.6,15.7,x,-0.9
CCCC(C(=O)NC1CCCC1)N(CCN(CC)CC)C(=O)c1snc(C(N)=O)c1N (stereo unspecified),0.0,-6.1,-0.5,x,-1.2,-9.3,0.2,3.4
COc1ccc(C(C(=O)NC(C)(C)C)N(Cc2cccnc2)C(=O)CCC(=O)Nc2cc(C)on2)cc1 (stereo unspecified),0.1,-2.8,0.9,-4.3,0.4,-7.4,x,-2.0
COc1ccc(NC(=O)C2CC(c3c(F)cccc3Cl)=NO2)cc1 (stereo unspecified),0.1,-2.3,-2.8,-0.4,27.2,-0.9,x,0.7
O=C(CNC(=O)c1ccccc1Cl)N/N=C/c1ccc2c(c1)OCO2,0.0,-1.6,-0.2,-2.9,12.4,-11.3,x,-0.8
Clc1cc(Cl)cc(CN2CCSCC2)c1,0.0,5.3,-4.0,x,x,-2.4,x,2.2
CCOC(=O)C(=C1Nc2ccccc2N1)n1c(-c2ccco2)nc2ccccc21,-0.1,-2.0,x,x,x,-109.2,0.6,-5.4
O=C(c1cccc(Cl)c1)N1CCn2c1nc1ccccc12,x,4.7,x,6.5,-1.1,-11.5,-0.3,-3.3
CCCn1c(N)c(N(CCOC)C(=O)c2cc3c(s2)CCCCC3)c(=O)[nH]c1=O,0.2,-1.8,1.1,6.7,x,-20.0,-1.3,-15.1
CNC(=O)CSc1nnc(-c2ccc3c(c2)OCO3)n1C,0.3,-24.9,1.2,x,x,-13.7,3.3,-6.9
C[C@H](CO)N1C[C@H](C)[C@H](CN(C)C(=O)C2CCCCC2)Oc2ncc(C#Cc3cccc(F)c3)cc2C1=O,-0.7,8.3,3.5,0.7,-2.8,-4.7,0.1,4.0
C=CCNC(=S)N(CC)c1cccc2ccccc12,0.0,0.7,-1.8,x,x,-10.2,x,7.8
CCCCN(C(=O)c1cccc(S(=O)(=O)N2CC(C)OC(C)C2)c1)c1c(N)n(CCCC)c(=O)[nH]c1=O (stereo unspecified),0.4,22.2,22.5,-3.4,-4.8,-22.0,0.0,0.1
C=CCNC(=O)NC(=O)c1csc([N+](=O)[O-])c1,0.0,-2.5,x,3.2,x,-4.2,x,8.9
OC[C@H]1[C@@H](c2ccccc2)C2(CN(CC3CC3)C2)N1Cc1nccs1,0.0,-0.8,2.1,x,x,-26.2,0.2,2.2
Cc1cccc(S(=O)(=O)N2CCCCN3[C@H](CO)[C@@H](c4ccc(-c5cccnc5)cc4)[C@@H]3C2)c1,0.3,14.9,4.7,-11.6,x,-31.5,-0.7,-5.0
COc1ccc(C(=O)N2CCCC(CNC(=O)c3ccccc3Cl)C2)o1 (stereo unspecified),0.0,3.9,-0.8,6.7,22.5,-19.0,x,-0.4
COc1ccc(Cl)cc1NC(=O)c1cnc2sccn2c1=O,0.0,3.0,1.7,-1.0,2.7,-2.8,2.7,15.2
O=C1CS(=O)CN1c1ccc(Oc2ccccc2)cc1 (stereo unspecified),0.3,2.1,-0.4,-1.6,-2.2,-16.2,x,-2.2
CN1C(=O)c2cc(NS(=O)(=O)c3ccc(F)cc3)ccc2OC[C@H]2O[C@H](CC(=O)NCC(F)(F)F)CC[C@@H]21,0.2,21.2,-5.9,-4.1,-1.3,14.6,-0.1,-2.5
CCC(CC)C(=O)N(C)c1c(C)nc2c(OCC(=O)C(C)(C)C)cccn12,0.0,-2.4,-0.1,4.3,-4.5,-9.9,0.1,5.4
COc1ccc([C@@H]2[C@@H]3C(=O)N(C(C)(C)C)C(=O)[C@@H]3[C@]3(CC(C)C)C(=O)N(c4ccc(C(F)(F)F)cc4)C(=O)N23)cc1,-0.2,-5.1,-4.3,-1.4,-8.0,-14.1,-0.1,-6.9
O=C(C1CCCCC1)N1CC2(C1)[C@H](c1ccccc1)[C@H](CO)N2CCC(F)(F)F,0.1,24.2,-5.0,x,x,5.2,0.0,2.9
CCOC(=O)Nc1ccc(N2CCOCC2)c(S(=O)(=O)Nc2ccc(Cl)cc2)c1,0.1,12.8,-0.3,1.9,-1.3,-6.4,1.1,3.8
Cc1ccsc1/C=N/NC(=O)Cn1nc(C)c([N+](=O)[O-])c1C,0.0,-16.7,0.6,x,x,-4.1,1.0,1.6
CC(=O)c1cccc(OC(=O)c2cc(S(=O)(=O)N3CCOCC3)ccc2N2CCCC2)c1,0.0,-11.7,-5.7,-16.2,-0.8,-4.1,x,-7.3
C[C@@H]1CCCCO[C@H](CN(C)S(=O)(=O)c2cn(C)cn2)[C@@H](C)CN([C@@H](C)CO)C(=O)c2cc(NS(C)(=O)=O)ccc2O1,-0.1,5.8,-0.3,2.5,-0.4,13.8,0.0,-4.9
O=C(NCCCNC(=O)c1ccc(F)cc1)c1ccc(F)cc1,0.2,-0.8,-0.6,-0.2,-10.3,-16.7,x,0.1
CCOc1ccc(-c2cc(C(=O)NCCCn3ccnc3)c3cc(Br)ccc3n2)cc1,0.8,-6.2,0.4,-4.7,-12.7,-23.4,-0.3,-3.9
C[C@H]1CN([C@@H](C)CO)C(=O)c2ccccc2-c2ccccc2CO[C@H]1CN(C)S(=O)(=O)c1ccc(Cl)cc1,-1.2,3.2,-1.6,1.3,11.4,-6.8,-0.3,5.7
Cc1ccc(-c2cnc3c(c2)C(=O)N([C@@H](C)CO)C[C@@H](C)[C@@H](CN(C)C(=O)c2ccncc2)O3)cc1,0.1,-1.6,0.8,1.5,-2.3,-3.5,0.3,2.4
Cc1ccc2cc(CN(CCc3ccccc3)C(=S)NCCCN(C)C)c(=O)[nH]c2c1,0.0,0.4,0.3,7.6,-4.6,19.5,x,-5.8
C[C@H]1CN([C@@H](C)CO)C(=O)Cc2cc(NC(=O)Nc3ccc4c(c3)OCO4)ccc2O[C@H]1CN(C)S(C)(=O)=O,0.2,8.7,-1.2,-1.6,-2.1,3.4,-3.9,-0.7
CCOn1c(=O)c(-c2cc3ccccc3o2)[n+]([O-])c2ccccc21,x,-0.1,2.4,-9.6,29.3,-182.9,x,-14.2
C[C@H](CO)N1C[C@H](C)[C@H](CN(C)S(=O)(=O)c2cccc(F)c2)Oc2ncc(Br)cc2C1=O,-1.0,-30.9&6.9,3.7&4.0,-1.5&5.4,-4.0&2.2,2.8&3.9,-0.7,10.3&2.4
CC1(C(=O)NS(=O)(=O)c2cccc(C#N)c2)CCN1C(=O)C1(c2ccc(Cl)cc2)CC1 (stereo unspecified),0.0,1.0,1.4,-6.2,2.4,-13.1,0.6,3.5
C[C@@H]1CCCCO[C@@H](CN(C)C(=O)NC2CCCCC2)[C@@H](C)CN([C@@H](C)CO)C(=O)c2cc(NC(=O)Nc3ccc4c(c3)OCO4)ccc2O1,0.2,3.1,-1.4,-3.0,20.9,-1.3,x,-6.1
CCOC(=O)C[C@H]1c2cc(F)ccc2S(=O)(=O)N1C(C)C,-0.3,8.4,x,-3.3,7.2,-3.5,-0.1,18.5
CCCCCCN1C[C@H](O)[C@@H](n2cc(C3CC3)nn2)C[C@@H]1c1ccc(C)cc1,-0.1,-3.5,1.0,-3.3,16.7,-11.7,-0.4,1.2
Cc1ccc(C(=O)N2CCN(S(=O)(=O)c3ccc(C(C)C)cc3)CC2)s1,0.0,5.5,1.4,-11.0,x,-13.9,-0.3,0.6
C[C@H](CO)N1C[C@H](C)[C@@H](CN(C)Cc2ccc(-c3ccccc3)cc2)Oc2ccc(NS(=O)(=O)c3ccccc3)cc2CC1=O,-0.2,-1.6,-1.8,-4.8,4.3,7.1,0.2,0.9
CC(C)Sc1nc2c(c(=O)n1C)SC(C)C2 (stereo unspecified),0.6,0.2,1.1,9.7,-0.8,-1.0,0.2,-7.6

# Record cards (already shown). Order of values: Xi reactivation, S100A4 inh HTS, ERAP1 HTS inh, RAD54 branch, esBAF inh, RAD52 inh, E-selectin induc, ERp5 inh
# Profile of `C[C@@H]1CCCCO[C@@H](CN(C)C(=O)NC2CCCCC2)[C@@H](C)CN([C@@H](C)CO)C(=O)c2cc(NC(=O)Nc3ccc4c(c3)OCO4)ccc2O1` = 0.2, 3.1, -1.4, -3.0, 20.9, -1.3, x, -6.1
# Profile of `CCOC(=O)C[C@H]1c2cc(F)ccc2S(=O)(=O)N1C(C)C` = -0.3, 8.4, x, -3.3, 7.2, -3.5, -0.1, 18.5
# Profile of `CC(C)Sc1nc2c(c(=O)n1C)SC(C)C2` (stereo unspecified) = 0.6, 0.2, 1.1, 9.7, -0.8, -1.0, 0.2, -7.6

# Among those listed so far, these have an NH in an aromatic ring:
SMILES,Xi reactivation,S100A4 inh HTS,ERAP1 HTS inh,RAD54 branch,esBAF inh,RAD52 inh,E-selectin induc,ERp5 inh
CCOc1ccc2[nH]c3c(NCCCOC)ncnc3c2c1,0.1,-1.0,1.7,15.0,31.6,15.7,x,-0.9
CCCn1c(N)c(N(CCOC)C(=O)c2cc3c(s2)CCCCC3)c(=O)[nH]c1=O,0.2,-1.8,1.1,6.7,x,-20.0,-1.3,-15.1
CCCCN(C(=O)c1cccc(S(=O)(=O)N2CC(C)OC(C)C2)c1)c1c(N)n(CCCC)c(=O)[nH]c1=O (stereo unspecified),0.4,22.2,22.5,-3.4,-4.8,-22.0,0.0,0.1
Cc1ccc2cc(CN(CCc3ccccc3)C(=S)NCCCN(C)C)c(=O)[nH]c2c1,0.0,0.4,0.3,7.6,-4.6,19.5,x,-5.8
